# Source: PubChem BioAssay (National Center for Advancing Translational Sciences (NCATS))
# APEX1 inh = qHTS Assay for Inhibitors of the Human Apurinic/apyrimidinic Endonuclease 1 (APE1); DNA repair nuclease/redox regulator APEX1 (Homo sapiens), P27695; recombinant APE1, TAMRA/BHQ-2 abasic DNA cleavage fluorescence; Potency, µM (top dose mostly 65.8 µM), inactives show at the top dose activity change, negative = inhibition, actives largely listed as inhibitors; hit rate 0.35% among 350,000;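 also: potency is read from the fitted curve at half-maximal effect; plate controls were vehicle for no effect and reference inhibitor for full effect; nearly all actives have a fitted effect of over 55% in size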
#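 Substrate: short duplex with […] THF abasic site, 5'-TAMRA and 3'-BHQ-2, 50 nM final. APE1 at 0.75 nM, preincubated 15 min RT with compound. Fluorescence increase from first to third read measured activity.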
# Apoferritin bind = qHTS Assay for Identification of Novel General Anesthetics; Ferritin light chain (Equus caballus), P02791; apoferritin/1-aminoanthracene competitive binding, fluorescence; Potency, µM (doses to about 77.5 µM), without a hit: at the top dose activity change, negative = displacement, usual class: inhibitors; hit rate 0.074% among 350,000; AID 485281, 2010; also: potency is read from the fitted curve at half-maximal effect; % is scaled to controls: 0 for no effect and ±100 for the full control effect; nearly all actives have a fitted effect of over 20% in size
# Target sequence (P02791 2-175 limits assumed): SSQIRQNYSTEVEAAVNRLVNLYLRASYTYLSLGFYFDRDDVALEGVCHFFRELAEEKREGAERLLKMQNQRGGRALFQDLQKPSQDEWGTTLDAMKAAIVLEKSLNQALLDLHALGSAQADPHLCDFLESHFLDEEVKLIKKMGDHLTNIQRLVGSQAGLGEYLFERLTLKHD
#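 Apoferritin-based anesthetic binding model; compound displacement of fluorescent 1-AMA measured as endpoint fluorescence after 10 minutes at room temperature, scaled to free-ligand and complex controls.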
# Pol beta inh = qHTS Assay for Inhibitors of DNA Polymerase Beta; hit rate 1.3% among 340,000; P06746; Pol beta primer extension/strand displacement, fluorescence kinetic; Potency, µM (top dose mostly 114 µM), for inactives: top-dose activity change, negative = inhibition, hits mostly inhibitors; also: potency is read from the fitted curve at half-maximal effect; % is scaled to controls: 0 for no effect and ±100 for the full control effect
#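 Homogeneous kinetic assay of primer extension and strand displacement by 10 nM Pol beta, preincubated 15 min at room temperature with compound before 50 nM substrate (final) was added. Read at 0 and 10 min; four-parameter Hill fit.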
# ALOX12 inh = Primary qHTS assay for inhibitors of human arachidonate 12S-lipoxygenase (ALOX12): Round 2. Polyunsaturated fatty acid lipoxygenase ALOX12 (Homo sapiens), P18054. AID 1671190, 2021. Potency, µM (series often up to 108 µM), inactives show at the top dose activity change, negative = inhibition, actives largely listed as inhibitors. purified 12hLO, xylenol orange hydroperoxide absorbance. hit rate 1.1% among 580,000; also: potency is read from the fitted curve at half-maximal effect; % is scaled to controls: 0 for no effect and ±100 for the full control effect
#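 Purified human 12hLO at 150 nM in 25 mM Hepes, 0.01% Triton X-100, pH 7.0, preincubated 15 min at room temperature with compound. Reaction started with 40 uM arachidonic acid, 30 min at room temperature. Hydroperoxide measured by Fe-xylenol orange, 573/405 nm absorbance ratio.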
# ERG-DNA inh = qHTS for Small Molecule Inhibitors of the ERG Ets/DNA interaction. hit rate 0.028% among 370,000. Transcriptional regulator ERG (Homo sapiens), P11308. fluorescence polarization, His-ERG Ets domain / labelled DNA. Potency, µM (top dose mostly 76.9 µM), for the others: top-dose FP activity, negative = inhibition, usual class: inhibitors. AID 624246, 2012; active = well fitted inhibition curve with a large enough effect in the polarisation, with a control signal flat; inconclusive = small, poorly fitted or top-dose-only effect, or effect the other way, or a change in a side signal; inactive = no such curve, though single readings can be large or run the other way; the % refers to the polarisation;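 also: polarization taken with two DNA probes labelled with fluorescein and Texas red; potency is read from the fitted curve at half-maximal effect; % of control where 0% means no effect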
#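 His-tagged ERG Ets domain (1 uM in the protein solution; 300mM KCl, 50mM Tris-HCl, 1mM EDTA, 1mM DTT, pH 7.5) received compound, then a probe mix of 5 nM fluorescein-DNA and 100nM Texas-615-DNA. Fluorescence polarization was read for both dyes.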
# Pol iota inh = qHTS for Inhibitors of Polymerase Iota; AID 588590, 2011; Pol iota fluorescent replication assay, 10 min; hit rate 1% among 390,000; Potency, µM (top dose mostly 115 µM), for inactives: at the top dose activity, negative = inhibition, actives largely listed as inhibitors; DNA polymerase iota (Homo sapiens), Q9UNA4; also: potency is read from the fitted curve at half-maximal effect
#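 Pol iota at 10 nM preincubated 15 min with compounds at room temperature; reaction started with fluorescent substrate, 50 nM final. Fluorescence read kinetically at 0 and 10 min; buffer-only wells as negative control.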
# POLK inh = qHTS for Inhibitors of Polymerase Kappa; purified Pol kappa, fluorescent DNA synthesis assay, 10 min; Potency, µM (doses to about 107 µM), inactives show top-dose activity, negative = inhibition, hits mostly inhibitors; hit rate 0.53% among 400,000; AID 588579, 2011; also: potency is read from the fitted curve at half-maximal effect; % is scaled to controls: 0 for no effect and ±100 for the full control effect
# Target sequence (Q9UBT6 whole entry, looked up): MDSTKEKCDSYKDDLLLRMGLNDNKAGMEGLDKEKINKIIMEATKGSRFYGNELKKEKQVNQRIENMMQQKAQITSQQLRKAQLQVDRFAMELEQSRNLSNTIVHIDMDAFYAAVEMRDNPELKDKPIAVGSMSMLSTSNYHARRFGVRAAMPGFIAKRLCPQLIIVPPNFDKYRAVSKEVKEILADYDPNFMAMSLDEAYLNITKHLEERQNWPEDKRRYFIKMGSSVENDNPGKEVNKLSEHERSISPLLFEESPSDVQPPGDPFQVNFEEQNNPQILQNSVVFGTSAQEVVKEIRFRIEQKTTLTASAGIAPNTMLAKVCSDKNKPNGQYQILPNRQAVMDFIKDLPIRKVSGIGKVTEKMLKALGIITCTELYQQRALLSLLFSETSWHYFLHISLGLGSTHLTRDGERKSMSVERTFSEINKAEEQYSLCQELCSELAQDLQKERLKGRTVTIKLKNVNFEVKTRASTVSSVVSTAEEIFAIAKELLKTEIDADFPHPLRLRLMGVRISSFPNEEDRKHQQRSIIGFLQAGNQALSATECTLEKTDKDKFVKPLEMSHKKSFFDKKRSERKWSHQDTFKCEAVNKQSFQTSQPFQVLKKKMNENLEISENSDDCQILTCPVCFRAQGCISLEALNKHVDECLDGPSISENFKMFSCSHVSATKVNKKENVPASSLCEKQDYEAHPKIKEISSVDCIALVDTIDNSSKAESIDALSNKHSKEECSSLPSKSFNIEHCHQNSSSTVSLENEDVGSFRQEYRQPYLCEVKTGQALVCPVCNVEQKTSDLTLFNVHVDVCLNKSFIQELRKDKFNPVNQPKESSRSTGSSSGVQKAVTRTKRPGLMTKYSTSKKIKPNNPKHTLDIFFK
#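 Kinetic fluorescence readout at 0 and 10 min followed reaction start with substrate at 50 nM final. Beforehand, enzyme (10 nM Pol kappa) stood 15 min with compound at room temperature; buffer-only wells were negative controls.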
# BLM inh = qHTS Assay for Inhibitors of Bloom's syndrome helicase (BLM) | RecQ-like DNA helicase BLM (Homo sapiens), P54132 | recombinant BLM DNA unwinding, fluorescence dequenching | Potency, µM (highest dose often 56.1 µM), inactives show at the top dose activity change, negative = inhibition, most hits filed as inhibitors | hit rate 0.2% among 350,000;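 also: potency is read from the fitted curve at half-maximal effect; plate controls were vehicle for no effect and no enzyme for full effect; nearly all actives have a fitted effect of over 35% in size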
# TRHR agonist = qHTS for Small Molecule Agonists and Allosteric Enhancers of Human TRH Receptor: Primary Screen for Agonists; TRHR cells, calcium flux fluo-8, FDSS agonist mode; activation, % at 2 µM; hit rate 0.18% among 360,000; AID 493084, 2011; in the data active = activation above about 30%; also: 0% is about no effect
#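 Read-out: compound-evoked intracellular calcium rise in TRHR cells, fluo-8 dye, kinetic FDSS fluorescence at 1 s/cycle following a 10-cycle baseline. Cells cultured overnight before dye loading (30 min–1.5 h, RT).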
# * = called active by the depositor; ? = inconclusive; . = no result given; & = joins results of further samples; [ ] = another dose, or the depositor's remark. Unless noted, calls follow the shape of the dose curve; as a rule, active = well fitted curve in the direction sought with a large enough effect; inconclusive = small, poorly fitted or top-dose-only effect, or another doubt; inactive = no such curve, though single readings can be large; an effect the other way counts as inactive or inconclusive. The list is partial; the hit share may differ from the screen's.
(1) O=C(Nc1nc2ccc(F)cc2s1)c1nc(S(=O)(=O)Cc2ccccc2)ncc1Cl
(2) CCN1C(=O)[C@H]2[C@H]3CN=C(SCc4ccc(C#N)cc4)N3[C@@](C)(C(=O)OC)[C@H]2C1=O
(3) Cc1ccc2c(=O)cc(C(=O)Nc3sc4c(c3C(=O)NCc3ccco3)CCC4)oc2c1C
(4) Fc1ccc(CNC(=S)Nc2ccccc2Cl)cc1
(5) COCCCNC(=O)CCCn1c(=O)c2cccn2c2ccccc21
(6) CCOC(=O)N1CCN(c2c(NC3CCN(Cc4ccccc4)CC3)c(=O)c2=O)CC1
(7) COC(=O)c1c(O)ccc(Oc2ccccc2)c1C(=O)OC
(8) COCCNC(=O)Cn1cc(S(=O)(=O)N2CCN(c3ccccc3F)CC2)c2ccccc2c1=O
Assay by compound,1,2,3,4,5,6,7,8
APEX1 inh,.,0%,.,-9%,.,0%,-1%,0%
Apoferritin bind,?,.,2%,-8%,7%,-2%,-2%,-10%
Pol beta inh,31%,.,12%,16%,0%,14%,14%,1%
ALOX12 inh,-23%,?,-10%,-4%,-8%,-10%,-5%,1%
ERG-DNA inh,0%,4%,-5%,-9%,5%,-2%,-5%,4%
Pol iota inh,-16%,?,-8%,12%,15%,-7%,-12%,20%
POLK inh,-3%,-2%,17%,0%,6%,-16%,-3%,-8%
BLM inh,-5%,.,-5%,-6%,0%,3%,-5%,-5%
TRHR agonist,0.3,.,-0.2,-0.6,0.1,0.1,-1.0,-0.3

# Rewritten as tab-separated lines: entries from further up
cpd	structure	APEX1 inh	Apoferritin bind	Pol beta inh	ALOX12 inh	ERG-DNA inh	Pol iota inh	POLK inh	BLM inh	TRHR agonist
7	COC(=O)c1c(O)ccc(Oc2ccccc2)c1C(=O)OC	-1%	-2%	14%	-5%	-5%	-12%	-3%	-5%	-1.0
3	Cc1ccc2c(=O)cc(C(=O)Nc3sc4c(c3C(=O)NCc3ccco3)CCC4)oc2c1C	.	2%	12%	-10%	-5%	-8%	17%	-5%	-0.2

# (listing goes on)
(9) Cc1sc2ncnc(OCC(=O)NCC3CCCO3)c2c1C (stereo not drawn)
(10) Cc1noc(/C=C/N(C)C)c1S(=O)(=O)N1CCCC(C(=O)NC2CCCCC2C)C1 (stereo not drawn)
(11) CCc1cccc(OCC2Cn3c(nc4c3c(=O)n(C)c(=O)n4C)O2)c1 (stereo not drawn)
(12) O=C1CC2(CCN(C(=O)c3c(F)cccc3Cl)CC2)Oc2ccccc21
(13) COc1cc(-c2noc(-c3cc4cccc(C)c4oc3=O)n2)cc(OC)c1OC
(14) Cc1nc2ccccc2c(=O)n1/N=C1\C(=O)N(C)c2ccccc21
(15) NS(=O)(=O)c1ccc(NC(=S)NNC(=O)c2cccs2)cc1
(16) O=C(CSc1ccc2c(c1)OCCO2)N1CCN(c2ccccc2O)CC1
Assay by compound,9,10,11,12,13,14,15,16
APEX1 inh,-2%,-2%,-9%,6%,.,5%,2%,36%
Apoferritin bind,-12%,?,-8%,.,-4%,-10%,-9%,.
Pol beta inh,6%,0%,?,.,3%,37%[activator],16%,.
ALOX12 inh,0%,-1%,0%,?,-12%,.,?,-8%
ERG-DNA inh,1%,-17%,-2%,-11%,4%,.,1%,4%
Pol iota inh,-4%,14%,16%,49%[activator],8%,.,79%[activator],-18%
POLK inh,5%,3%,-2%,3%,-12%,.,-14%,-7%
BLM inh,1%,4%,0%,.,-8%,-4%,2%,.
TRHR agonist,0.7,-0.2,-0.3,0.5,-1.3,-0.8,0.4,-0.2

(17) CCOC(=O)c1ccc(C(=O)NNC(=O)C2CC=CCC2)cc1 (stereo not drawn)
(18) COc1ccc(CNC(=O)COC(=O)CN2C(=O)C(C)Oc3ccc(C)cc32)cc1 (stereo not drawn)
(19) CCOc1ccccc1NC(=O)c1c(NC(=O)Cc2ccc(OC)cc2)sc2c1CCC2
(20) O=C(CSc1nc2c(c(=O)n1-c1ccccc1)SCC2)NCC1CCCO1 (stereo not drawn)
(21) CC(C)c1ccc(NC2CCCN(C(=O)CCN3CCCCO3)C2)cc1 (stereo not drawn)
(22) CC(=O)N1CCN(c2cc(N3CCc4ccccc4C3)c(F)cc2[N+](=O)[O-])CC1
(23) COc1nc(NCCc2ccc(OC)c(OC)c2)nc(Nc2ccccc2)n1
(24) O=C(OC1CCOC1=O)c1ccc(NS(=O)(=O)c2cccs2)cc1 (stereo not drawn)
Assay by compound,17,18,19,20,21,22,23,24
APEX1 inh,.,-7%,.,-3%,39%,-3%,34%,-6%
Apoferritin bind,.,-9%,-3%,1%,-15%,?,32%[activator],-8%
Pol beta inh,.,36%,-9%,-2%,2%,4%,3%,?
ALOX12 inh,463%[activator],-8%,?,-16%,-12%,23%,?,0%
ERG-DNA inh,-3%,-20%,2%,-4%,-1%,-5%,-5%,-3%
Pol iota inh,37%[activator],100%[activator],15%,7%,12%,-4%[58.9 µM],151%[activator],?
POLK inh,-12%,-4%,-7%,0%,-8%,-10%,-15%,0%
BLM inh,.,0%,-1%,-2%,-1%,-7%,-1%,-2%
TRHR agonist,.,-0.5,0.5,0.0,-1.0,-0.1,-0.4,-0.1

(25) Cc1ccc(OCC(=O)NC(=S)Nc2ccc3c4c(cccc24)CC3)cc1
(26) CCC(C)(C)C1CCc2[nH]nc(C(=O)NC3CCCCC3)c2C1 (stereo not drawn)
(27) COc1cc2nc(CN3CCN(S(=O)(=O)c4ccccc4C(F)(F)F)CC3)[nH]c(=O)c2cc1OC
(28) COc1ccc(NC(=O)c2ccc3c(c2)OCO3)cc1S(=O)(=O)N1CCOCC1
(29) Cc1nn(-c2ccccc2)c(C)c1NC(=O)COC(=O)c1ccc(Cl)c(S(N)(=O)=O)c1
(30) Cc1onc(-c2c(Cl)cccc2Cl)c1-c1nc2cc(Cl)ccc2c(=O)o1
(31) Nc1ccc2oc(-c3ccccc3Cl)cc(=O)c2c1O
(32) COc1ccc(CNC(=O)c2ccc(N3CCCC3)c(NC(=O)NCc3ccc(C)cc3)c2)cc1
Assay by compound,25,26,27,28,29,30,31,32
APEX1 inh,14%,17%,32%,4%,-10%,-2%,?,.
Apoferritin bind,-9%,.,.,.,.,-8%,?,-2%
Pol beta inh,8%,.,.,.,.,?,-9%,32%[activator]
ALOX12 inh,?,8%,-3%,19%,4%,?,-10%,3%
ERG-DNA inh,-12%,6%,-8%,14%,-1%,11%,5%,-6%
Pol iota inh,-11%,?,-2%,?,9%,-12%,-16%,-3%
POLK inh,1%,-6%,-12%,22%,-4%,-6%,-6%&-7%,-8%[60.1 µM]
BLM inh,-1%,.,.,.,.,-25%,-6%[75.6 µM],-8%
TRHR agonist,0.5,0.3,.,.,-0.7,1.0,-0.3,-1.0

(33) O=C(Cn1cc([N+](=O)[O-])nc1[N+](=O)[O-])N1CCN(c2ccccc2)CC1
(34) CCOC(=O)c1sc(C)c2c1NC(c1ccc(N(C)C)cc1)NC2=O (stereo not drawn)
(35) CCOc1ccc(CNC(=O)CCSCc2ccccc2F)cc1OC
(36) COc1cc(/C=N/Nc2nc3ccccc3[nH]2)cc(Br)c1OCC(=O)N(C)C
(37) CCCCn1ccnc1C(=O)c1cccc(S(=O)(=O)N2c3ccccc3CC2C)c1 (stereo not drawn)
(38) CCN(C(=O)c1cn(CC)c(=O)c2cc(OC)c(OC)cc12)c1ccccc1F
(39) CCOc1ccccc1NC1c2ccccc2C(=O)N1Cc1ccco1 (stereo not drawn)
(40) Cc1nc2ccc(F)cc2cc1C(=O)Nc1ccc(Cl)c(Cl)c1
Assay by compound,33,34,35,36,37,38,39,40
APEX1 inh,15%,-4%,4%,2%,-2%,.,-9%,24%
Apoferritin bind,-5%,-12%,-21%,-14%,?,-2%,?,-11%
Pol beta inh,43%,3%,13%,-19%,9%,22%,6%,32%
ALOX12 inh,-21%,0%,1%,6%,0%,-8%,-9%,-23%
ERG-DNA inh,4%,1%,18%,13%,-4%,-4%,1%,4%
Pol iota inh,91%[activator],14%,119%[activator],85%[activator],4%,?,9%,11%
POLK inh,-10%,-10%,-11%,-24%,-4%,-21%,-7%,-9%
BLM inh,0%,0%,-5%,-11%,-10%,1%,-2%,1%
TRHR agonist,0.5,0.7,-0.5,0.1,1.2,-0.6,-0.4,1.0

(41) Cc1nc2ccccn2c1/C(O)=C1\C(=O)C(=O)N(CCN(C)C)C1c1ccco1 (stereo not drawn)
(42) O=C(NCCc1c[nH]c2ccccc12)C(F)(F)C(F)F
(43) CSc1nnc(NC(=O)c2cc(=O)c3cc(C)c(C)cc3o2)s1
(44) CC(=O)N1c2ccc(S(=O)(=O)N3CCCC(C(=O)Nc4cccc(F)c4)C3)cc2CC1C (stereo not drawn)
Assay by compound,41,42,43,44
APEX1 inh,-4%,-5%,.,0%
Apoferritin bind,-8%,?,-12%,-12%
Pol beta inh,28%,27%,-20%,0%
ALOX12 inh,2%,6%,8%,-1%
ERG-DNA inh,-4%,1%,-6%,5%
Pol iota inh,27%,5%,-6%,?
POLK inh,-17%,-16%,-4%,-7%
BLM inh,-3%,-1%,-1%,-3%
TRHR agonist,0.3,-1.0,-0.1,2.1
